Screening results as filed in PubChem BioAssay.
PfHsp90 set2 – growth inhibition of PfHsp90-expressing yeast, primary screen, antimalarial PfHsp90 inhibitor project, S. cerevisiae, BacTiter-Glo luminescence, single point, set 2; hit rate 0.32% among 310,000; inhibition, % at 9.4 µM; BacTiter-Glo ATP, 48 h; yeast lacking PDR1 and PDR3 efflux regulators;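 active = every replicate shows inhibition above about 80%, whatever the replicate mean, limit read from the data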;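 note: 0% = DMSO neutral controls and 100% = 20 µM radicicol positive controls; yeast relying on Plasmodium falciparum Hsp90 in place of its own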
Pemphigus Ab inh – inhibitors of pemphigus antibody binding to DSG3, primary screen, biochemical, bead-based, flow cytometry, scFv-GFP. Desmoglein-3 (Homo sapiens), P32926. DSG3-coupled beads, scFv-anti-DSG3-GFP binding; hits give low values. binding (percent of control), % at 10 µM. hit rate 0.48% among 310,000. AID 588358, 2011;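 active = binding more than 3 SD below its plate's average and above zero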;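 note: hits lower antibody fragment binding to DSG3; some compounds called inactive have numbers as strong as hits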
PKA-R1A act – activators of PKA-R1A holoenzyme, primary screen, biochemical, fluorescence polarization, Cy5-IP20, bovine R1A, mouse PKAc. AID 504707, 2011. hit rate 0.083% among 340,000. cAMP-dependent protein kinase type I-alpha regulatory subunit (Bos taurus) + …. activation, % at 11.4 µM. PKA-R1A dissociation; scaled: DMSO 0%, 113 µM cGMP 100%;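 active = percent activation above the mean of all tested compounds plus 3 SD, cut at about 19% in these data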;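 note: higher means more PKAc released from R1A so a rise in polarization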
AddAB inh – growth inhibition of E. coli expressing H. pylori AddAB, primary screen, AddAB inhibitor project, absorbance. AID 435030, 2010. hit rate 0.29% among 330,000. inhibition, % at 11.9 µM; in the data active = inhibition above about 12%;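 note: 0% = vehicle wells of infected cells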
OPRM1-OPRD1 ag – agonists of OPRM1-OPRD1 heterodimerization, primary screen, cell-based, luminescence. hit rate 0.3% among 340,000. AID 504326, 2011. activation, % at 9.3 µM. cells; in the data active = activation above about 18%;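 note: 0% = vehicle-treated cells and 100% = reference agonist; values of inactives mirror those of a sister screen read the other way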
Ecoli viability – E. coli V3065 growth inhibition, primary screen, counter-screen for AddAB inhibitor project, absorbance, OD600. inhibition, % at 11.9 µM. 18 h. hit rate 0.27% among 330,000;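 active = inhibition above the campaign's mean inhibition across all tested compounds plus 3 SD, cut at about 9.9% in these data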;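 note: uninfected addAB+ strain grown without phage in ampicillin broth; 0% = DMSO wells and 100% = ciprofloxacin 0.95 µg/ml wells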
MOR-DOR inv ag – inverse agonists of MOR-DOR heterodimerization, primary screen, cell-based, luminescence; cell-based MOR-DOR heterodimer luminescence, inverse agonism; inhibition, % at 9.3 µM; hit rate 0.21% among 340,000; AID 504357, 2011; in the data active = inhibition above about 22%, passing the limit was not always enough;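 note: 0% = cells with DMSO and 100% = wells without cells with DMSO; values of inactives mirror those of a sister screen read the other way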
HTR5A ag ctr – HTR5A agonists in luminescence cell assay, primary screen, counter-screen for OPRM1-OPRD1 heterodimer agonist project, full-deck HTS; activation, % at 9.3 µM; 5-hydroxytryptamine receptor 5A (Homo sapiens), P47898; cell-based; hit rate 0.61% among 340,000; in the data active = activation mostly above about 9.5%, no sharp cut-off; inactive = mostly below about 7.6%;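 note: 0% = cells with vehicle only and 100% = reference agonist; strong numbers were not always called active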
Target sequence (P47898 whole entry, looked up): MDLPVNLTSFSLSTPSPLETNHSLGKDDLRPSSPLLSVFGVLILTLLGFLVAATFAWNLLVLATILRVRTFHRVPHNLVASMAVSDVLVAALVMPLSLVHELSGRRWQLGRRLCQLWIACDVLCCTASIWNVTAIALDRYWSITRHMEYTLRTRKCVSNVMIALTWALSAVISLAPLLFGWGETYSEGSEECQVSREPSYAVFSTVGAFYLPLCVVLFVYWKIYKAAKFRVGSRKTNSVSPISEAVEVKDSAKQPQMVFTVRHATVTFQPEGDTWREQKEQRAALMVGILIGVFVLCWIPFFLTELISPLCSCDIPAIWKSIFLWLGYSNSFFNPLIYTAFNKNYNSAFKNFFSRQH
phage Ecoli inh – growth loss of phage-infected E. coli, primary screen, RecBCD inhibitor project, absorbance, with phage, HTS; inhibition, % at 11.9 µM; hit rate 0.26% among 360,000; in the data active = inhibition above about 11%
HTR5A inv ctr – HTR5A inverse agonists in luminescence cell assay, primary screen, counter-screen for OPRM1-OPRD1 heterodimer inverse agonist project, full-deck HTS; HTR5A cell line, inverse agonism; AID 504634, 2011; hit rate 0.083% among 340,000; inhibition, % at 9.3 µM; 5-hydroxytryptamine receptor 5A (Homo sapiens), P47898; in the data active = inhibition mostly above about 23%, no sharp cut-off; inactive = mostly below about 18%;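 note: 0% = cells with DMSO and 100% = no-cell wells with DMSO; some compounds called inactive have numbers as strong as hits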
SUMO Mot1 rescue – yeast Mot1-301 growth rescue at high temperature, primary screen, SUMOylation pathway inhibitor project, S. cerevisiae, ATP luminescence, 38.5C; growth rescue, % at 18.8 µM; hit rate 1% among 320,000; AID 2716, 2010; S. cerevisiae Mot1-301 growth rescue; percent above DMSO median, 100 means doubled;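 active = every valid replicate shows activation above 250% relative to neutral control wells; inactive = the rest, any valid replicate at or below 250%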;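 note: OY570 slx delta 5 strain wells were the positive control but not used for scaling; some compounds called inactive have numbers as strong as hits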
The depositor's hits bear a star; · = not tested or not shown.

no.	SMILES	PfHsp90 set2	Pemphigus Ab inh	PKA-R1A act	AddAB inh	OPRM1-OPRD1 ag	Ecoli viability
1	Cc1ccc(C2=NC3(CCCCC3)NC2=S)cc1	11	99	-1	-1.3	1.9	-1.7
2	CN1OC(COC(=O)c2ccccc2)CC1c1ccccc1 (stereo unspecified)	33	110	-5	-0.2	0.8	-2.2
3	COCCNC(=O)CN1CCN(S(=O)(=O)c2ccc3c(c2)CCCC3)CC1	16	·	2	0.9	-2.8	0.7
4	Cc1cc(C)cc(NC(=O)COC(=O)CCCNC(=O)c2ccc(Cl)cc2)c1	4	110	-2	1.0	-1.2	2.9
5	COc1ccc(CNC(=O)N2CCN(C(=O)c3ccccc3)CC2)cc1	·	96	-10	·	0.1	·
6	CN(CCc1ccccn1)C(=O)Nc1cccc(Cl)c1	-4	113	-6	-0.3	0.1	1.0
7	Cc1cc(N2CCCCC2C)nc(-c2ccccc2O)n1 (stereo unspecified)	5	105	-8	1.4	1.1	-0.8
8	COCCCNC(=O)CC(C)c1ccccc1 (stereo unspecified)	-12	99	-6	3.1	-1.3	1.0
9	Oc1ccc(CNCC2COc3ccccc3O2)cc1 (stereo unspecified)	-6	115	-11	5.0	0.0	1.7
10	CCCn1c(Nc2ccccc2)nc2ccccc21	1	·	-3	1.1	-1.0	-1.0
11	CCCNC(=O)C1(O)c2cc(Br)ccc2NC(=O)N1c1ccc(Cl)cc1 (stereo unspecified)	-20	99	2	0.1	-0.1	1.6
12	O=C(Nc1ccc(Oc2cccnc2)cc1)c1ccccc1Cl	11	94	-10	4.2	-2.6	-0.1
13	CN(C)c1nc(OCCNC(=O)COc2ccc(Cl)cc2Cl)nc(N(C)C)n1	·	88	-4	1.4	2.9	-0.7
14	Cc1ccc(-c2nn3nnnc3c3ccccc23)cc1	16	109	-8	1.9	-0.5	1.2
15	COc1ccccc1NS(=O)(=O)c1ccc(O)cc1	-17	103	-4	2.4	-1.9	-0.1

no.	MOR-DOR inv ag	HTR5A ag ctr	phage Ecoli inh	HTR5A inv ctr	SUMO Mot1 rescue
1	-12	-4	2.0	9	4
2	-4	1	2.4	-22	-4
3	11	5	3.1	-12	-14
4	6	6	1.9	-5	33
5	-1	-2	3.8	6	·
6	0	-5	2.0	-8	-17
7	-5	1	-0.5	-2	-9
8	7	-6	3.4	19	-15
9	0	-7	3.2	17	2
10	6	5	2.6	-5	·
11	1	3	6.1	-10	-25
12	12	-4	3.8	4	4
13	-14	0	1.9	1	-12
14	3	9	3.6	-25	-6
15	11	-1	0.6	12	12

(more compounds)
no.	SMILES	PfHsp90 set2	Pemphigus Ab inh	PKA-R1A act	AddAB inh	OPRM1-OPRD1 ag	Ecoli viability
16	CCCCCCSc1nnc(-c2cnn(-c3ccccc3)c2-n2cccc2)n1C	-32	92	-1	1.6	-0.5	3.1
17	O=C(Cc1ccccc1)NCCSC1CCCCC1	-17	85	-4	2.3	-0.9	-2.6
18	CCN(c1cccc(C)c1)S(=O)(=O)c1csc(C(N)=O)c1	10	99	2	-1.3	0.5	-1.2
19	COc1ccc(NC(=O)C2CC(=O)N(CCc3ccc(Cl)cc3)C2)cc1 (stereo unspecified)	-28	101	-6	-0.3	-3.8	0.6
20	O=C1N=C(N2CCCC2)S/C1=C\c1cccc(Br)c1	-8	100	-4	-0.8	-0.4	2.9
21	O=C(NCC(=O)N1CCCC(C(F)(F)F)C1)c1ccc2ccccc2c1 (stereo unspecified)	·	105	-4	-0.3	-2.9	-1.6
22	CN1CCc2nc(SCC(=O)Nc3cccc(F)c3)c(C#N)c(-c3cccs3)c2C1	8	113	-8	1.3	-0.5	-0.4
23	O=C(NCCN1CCOCC1)Nc1ccc(F)cc1	-8	·	6	0.9	-2.1	-1.0
24	CCOCCCNS(=O)(=O)c1cc(Br)cc2c1N(C(=O)C1CC1)CC2	-8	103	-7	-1.2	-0.5	0.7
25	COc1ccccc1C1C(C#N)=C(N)N(c2cccnc2)C2=C1C(=O)CC(C)(C)C2 (stereo unspecified)	-1	105	4	-0.2	-1.6	0.1
26	COc1ccc(CCNC(=O)COc2ccc(S(=O)(=O)NC3CCCCC3)cc2Cl)cc1OC	-3	108	4	0.1	1.1	-1.4
27	COc1ccc(C2c3ccc(O)cc3Oc3ncn4nc(-c5ccco5)nc4c32)cc1OC (stereo unspecified)	3	95	-21	2.5	0.4	1.3
28	Cn1c(CNC(=O)c2ccc(Cl)cc2)nnc1SCC(=O)N1CCOCC1	28	·	-2	0.1	-3.6	-0.6
29	CCc1nn(-c2ccccc2)c2c1-c1cc(OC)c(OC)cc1C1(N2)C(=O)Nc2ccccc21 (stereo unspecified)	-12	97	-10	1.8	0.5	1.5
30	COC(=O)c1ccc(/C=N\NC(=O)c2ccc(C)cc2Cl)cc1	-5	104	1	-3.3	0.9	-2.7

no.	MOR-DOR inv ag	HTR5A ag ctr	phage Ecoli inh	HTR5A inv ctr	SUMO Mot1 rescue
16	3	3	1.3	-13	-15
17	6	-3	2.9	7	0
18	-2	1	1.4	-4	1
19	19	2	-1.4	-6	184
20	2	0	1.4	-13	-12
21	15	0	4.9	1	-5
22	3	0	-0.3	3	21
23	10	1	2.3	-15	-10
24	3	-2	1.4	-5	-7
25	8	-4	1.9	-11	17
26	-6	6	2.7	5	-18
27	-2	-2	-0.8	-8	-11
28	20	-1	3.7	0	2
29	-3	-5	-0.1	-30	4
30	-5	-2	0.6	-14	34

Some of these compounds in order of the SUMO Mot1 rescue value, smallest number first.
#	molecule	Pemphigus Ab inh	PKA-R1A act	OPRM1-OPRD1 ag	MOR-DOR inv ag	phage Ecoli inh	SUMO Mot1 rescue
29	CCc1nn(-c2ccccc2)c2c1-c1cc(OC)c(OC)cc1C1(N2)C(=O)Nc2ccccc21 (stereo unspecified)	97	-10	0.5	-3	-0.1	4
15	COc1ccccc1NS(=O)(=O)c1ccc(O)cc1	103	-4	-1.9	11	0.6	12
25	COc1ccccc1C1C(C#N)=C(N)N(c2cccnc2)C2=C1C(=O)CC(C)(C)C2 (stereo unspecified)	105	4	-1.6	8	1.9	17

The list goes on.
no.	SMILES	PfHsp90 set2	Pemphigus Ab inh	PKA-R1A act	AddAB inh	OPRM1-OPRD1 ag	Ecoli viability
31	CCOC(=O)C(NS(=O)(=O)c1ccc(C)cc1)(C(F)(F)F)P(=O)(OCC(C)C)OCC(C)C (stereo unspecified)	2	102	-13	1.3	-0.6	1.3
32	Cc1cc2nc3c(=O)n(Cc4ccccc4)c(=O)[nH]c3nc2cc1N	-1	99	·	1.4	·	0.1
33	CCCCCC(=O)Nc1cccc(C2=NOC3(C2)C[C@H](C(N)=O)N(C(=O)CCCCC)C3)c1 (stereo partly specified)	5	108	-7	-0.6	-2.6	-1.4
34	COc1ccc(CCNC(=O)c2cc(=O)[nH]c3ccccc23)cc1	14	99	5	1.5	-0.9	1.4
35	COc1ccc(N2C(=O)C3CCCN3C2c2cccc(C)c2)cc1 (stereo unspecified)	-9	102	-4	2.7	-3.7	0.3
36	COc1ccc(C2C(C(=O)Nc3cccnc3)=C(C)Nc3nc(-c4cccs4)nn32)cc1 (stereo unspecified)	0	103	2	3.7	1.2	-0.8
37	COc1cccc(C(=O)N2CCCC(CCC(=O)NCc3ccc(F)c(F)c3)C2)c1 (stereo unspecified)	6	67	-2	-2.3	-2.0	-3.2
38	Cn1c(C(=O)N2CCN(c3ccccn3)CC2)cc2ccccc21	-2	124	9	-2.2	-2.8	-0.5
39	COC(=O)CN=Cc1c(C)[nH]n(-c2ccccc2)c1=O	-39	85	1	4.5	-1.7	1.8
40	CCOC(=O)C1CCCN(C(=O)c2cccc(S(=O)(=O)N(Cc3ccccc3)c3ccccc3OC)c2)C1 (stereo unspecified)	-6	104	-2	0.5	1.1	1.5
41	O=C(Cn1nc(Br)nc1Br)c1ccccc1	8	71	2	-0.2	-1.0	-0.2
42	CCc1ccc(NC(=O)CCS(=O)(=O)c2cccc3nsnc23)cc1	·	·	-1	2.9	-0.6	-0.4
43	COc1ccc(-c2ccc(Nc3ccc(S(=O)(=O)N4CCCC4)cc3)nn2)cc1OC	11	·	-4	2.7	0.7	0.3
44	Cc1ccc(NS(=O)(=O)c2ccc(N/N=C/c3ccccc3OCC(=O)O)c([N+](=O)[O-])c2)c(C)c1	-13	133	-3	0.1	-3.0	-1.2

no.	MOR-DOR inv ag	HTR5A ag ctr	phage Ecoli inh	HTR5A inv ctr	SUMO Mot1 rescue
31	3	0	3.6	-19	-8
32	·	·	2.3	·	-5
33	14	-2	1.0	6	-1
34	6	2	1.0	-20	0
35	19	-1	1.1	2	2
36	-6	1	2.0	-3	8
37	9	-1	0.8	2	0
38	13	2	3.5	-8	-21
39	9	0	3.2	14	-16
40	-7	8	-2.9	-23	-4
41	5	-3	-2.6	11	27
42	3	2	2.9	-4	2
43	-4	3	2.9	-5	-5
44	16	-1	-2.6	-1	-4
